GRP78 ERSR act: induces the endoplasmic reticulum stress response in human glioma cells; actives 0.02% (n = 420,000); Potency, µM, for the others: at the highest dose activation, hits mostly activators; AID 602332; U87-MG GRP78 promoter luciferase reporter, 16 h; note: potency is the fitted concentration of half-maximal effect; series mostly up to about 76 µM; % of control where 0% means no effect; nearly all actives have a fitted effect of over 35% in size
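ERSR induction read as luciferase luminescence (Bright-Glo, 10 min at room temperature) in stably transfected human U87-MG glioma cells exposed to compounds for 16 h, using GRP78 as sensor.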
Vif-A3F inh: inhibitors of Vif-A3F interaction; HeLa A3F-eYFP + Vif (tagged APOBEC3F with the HIV-1 protein that degrades it), YFP fluorescence increase; Potency, µM (highest dose often 46.1 µM), for inactives: at the top dose activity, negative = active; actives 0.2% (n = 390,000); AID 602313; note: potency is the fitted concentration of half-maximal effect; % of control where 0% means no effect; nearly all actives have a fitted effect of over 65% in size
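Fluorescence increase (Ex 488/Em 500-530) after overnight compound treatment at 37 deg C flags inhibition of Vif-driven A3F-eYFP loss in stable HeLa A3F-eYFP/Vif cells seeded overnight beforehand.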
TrxR1 substrate: rat thioredoxin reductase 1 substrate activity. purified TrxR1 substrate turnover, NADPH consumption readout. Potency, µM (doses to about 114 µM), without a hit: at the highest dose activity change, negative = substrate turnover. actives 0.01% (n = 390,000). O89049. AID 588456; note: potency is the fitted concentration of half-maximal effect; % is set by controls: 0 for no effect and ±100 for the full control effect; nearly all actives have a fitted effect of over 50% in size
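Rat TrxR1, dispensed at 90 nM, was prereduced with 400 uM NADPH (final) for 5 min at ~22 deg C, then incubated with compound 15 min before 400 uM selenite. A first-read NADPH fluorescence drop versus no-compound background flagged substrates.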
Vif-APOBEC3G blk: Vif-A3G binding inhibition; HeLa A3G-eYFP + Vif (tagged APOBEC3G with the HIV-1 protein that degrades it), YFP fluorescence, overnight; actives 0.076% (n = 410,000); Q9HC16; Potency, µM (doses to about 46.1 µM), without a hit: at the highest dose activity, negative = active, usual class: inhibitors; AID 602310;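 note: potency is the fitted concentration of half-maximal effect; % is set by controls: 0 for no effect and ±100 for the full control effect; nearly all actives have a fitted effect of over 60% in size; hits raise eYFP signal because A3G escapes Vif-driven loss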
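HeLa cells stably expressing Vif and C-terminally eYFP-tagged A3G, seeded overnight at 37 deg C, then exposed to compound by pintool overnight at 37 deg C. Rise in yellow fluorescence (Ex 488/Em 500-530, Acumen) marks blocked Vif-driven A3G degradation.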
PI4K2A block: inhibitors of human PI4K2A. AID 1346378. activity change, negative = inhibition, % at 76.9 µM. actives 0.13% (n = 420,000). purified PI4K2A, ADP-Glo luminescence, 1 h; active compounds read low; in the data active = activity change below about -50%; inconclusive = mostly about -30% to -49%;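 note: -100% = wells without enzyme as full effect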
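ADP-Glo luminescence measured ADP generated by PI4K2A enzyme (4 ug/mL before mixing) with 1.2 mM PI substrate (pre-mix) and 300 microM ATP (pre-mix). Tris pH7.5 buffer with MgCl2, Triton X-100; 1 h reaction at ambient temperature.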
USP1-UAF1 inh: USP1/UAF1 (human) deubiquitinase inhibition; actives 0.23% (n = 390,000); Potency, µM (titrated, usually from 57.1 µM), inactives show at the top dose activity change, negative = inhibition, usual class: inhibitors; recombinant USP1/UAF1, Ub-Rhodamine cleavage fluorescence; O94782; note: potency is the fitted concentration of half-maximal effect; % is set by controls: 0 for no effect and ±100 for the full control effect; nearly all actives have a fitted effect of over 60% in size; inactives centre near -12
Target sequence (O94782 whole entry, looked up): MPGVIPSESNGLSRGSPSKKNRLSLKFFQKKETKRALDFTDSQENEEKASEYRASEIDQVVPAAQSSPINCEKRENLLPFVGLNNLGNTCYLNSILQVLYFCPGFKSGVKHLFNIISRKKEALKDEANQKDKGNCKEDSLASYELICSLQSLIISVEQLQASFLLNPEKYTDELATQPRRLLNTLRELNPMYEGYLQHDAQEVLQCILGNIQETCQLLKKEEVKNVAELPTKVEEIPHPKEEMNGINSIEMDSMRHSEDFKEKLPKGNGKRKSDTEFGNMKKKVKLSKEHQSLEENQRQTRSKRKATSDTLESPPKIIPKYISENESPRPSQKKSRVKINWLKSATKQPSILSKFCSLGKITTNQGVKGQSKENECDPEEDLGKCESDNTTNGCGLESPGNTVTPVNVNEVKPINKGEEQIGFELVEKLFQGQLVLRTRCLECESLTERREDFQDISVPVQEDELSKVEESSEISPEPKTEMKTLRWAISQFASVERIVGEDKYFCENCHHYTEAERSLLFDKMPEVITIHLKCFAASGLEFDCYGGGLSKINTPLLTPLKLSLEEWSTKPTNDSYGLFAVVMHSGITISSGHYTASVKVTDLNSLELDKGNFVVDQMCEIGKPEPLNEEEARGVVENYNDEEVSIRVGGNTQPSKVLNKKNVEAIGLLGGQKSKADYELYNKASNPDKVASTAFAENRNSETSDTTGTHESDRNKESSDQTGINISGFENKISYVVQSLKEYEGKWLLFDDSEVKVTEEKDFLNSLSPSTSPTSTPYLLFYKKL
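1 nM enzyme complex + cpd, 15 min RT; start with Ub-Rho 150nM final; kinetic fluorescence ex 480/em 540, 6 reads q60 s. Buffer 50mM HEPES pH 7.8, 0.5mM EDTA, 0.1 mg/ml BSA, 1mM TCEP, 0.01% Tween-20.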
LDHA block: LDHA (human) enzyme inhibition. purified LDHA, NADH/diaphorase-resazurin fluorescence; active compounds read low. activity change, % (values are at about 110 or 230 µM). actives 0.15% (n = 480,000). AID 1347041; in the data active = activity change below about -30%; inconclusive = mostly about -25% to -30%;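 note: plate controls were DMSO wells for no effect and wells without enzyme for full effect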
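Resorufin fluorescence (ex540/em590), read at 0 and 20 min after diaphorase/resazurin addition, reports the NADH left after a 5 min room-temperature reaction of 2 nM human LDH5 with 0.06 mM NADH and 0.2 mM pyruvate.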
IDH1 R132H inh: blocks human mutant IDH1 R132H enzyme; O75874; IDH1-R132H enzyme, NADPH consumption, diaphorase/resazurin fluorescence; Potency, µM (titrated, usually from 76.6 µM), inactives show top-dose activity change, negative = inhibition, hits mostly inhibitors; actives 0.093% (n = 390,000); AID 602179; note: potency is the fitted concentration of half-maximal effect; % is set by controls: 0 for no effect and ±100 for the full control effect; nearly all actives have a fitted effect of over 65% in size
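IDH1-R132H (0.5 ug/mL) preincubated 30 min with compound, then NADPH (0.016 mM) and alpha-KG (2 mM) added; 80 min at RT, pH 7.5. Remaining NADPH coupled via diaphorase/resazurin to fluorescence (540/590 nm); concentration-response curves normalized to no-enzyme control.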
RXFP1 agonist: RXFP1 (human) receptor agonism. Q9HBX9. HEK293T-RXFP1 cAMP TR-FRET, 30 min; response scale: percent of porcine relaxin response, buffer zero. Potency, µM (top dose mostly 57.5 µM), inactives show top-dose activation, actives largely listed as activators. actives 0.3% (n = 370,000). AID 2676; note: potency is the fitted concentration of half-maximal effect; % is set by controls: 0 for no effect and ±100 for the full control effect; nearly all actives have a fitted effect of over 60% in size; many of its hits are not listed in these tables
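Agonist response is measured as cAMP accumulation in an RXFP1-transfected HEK293T line under PDE4 inhibition. Values are scaled between buffer-only and 29 nM porcine relaxin, and EC50s come from standard Hill equation fits.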
* hit, by the source's call; ? = inconclusive; nt = no result given; [ ] = dose if it differs, or a comment. Unless noted, calls come from the whole dose curve; as a rule, active = well fitted curve in the direction sought with a large enough effect; inconclusive = small, poorly fitted or top-dose-only effect, or another doubt; inactive = no such curve, though single readings can be large; an effect the other way counts as inactive or inconclusive. These rows are one share of the data, so the mix of outcomes need not match the whole.

The line under a structure holds: IDH1 R132H inh, LDHA block, USP1-UAF1 inh, TrxR1 substrate, PI4K2A block, GRP78 ERSR act, RXFP1 agonist, Vif-A3F inh, Vif-APOBEC3G blk
> C=CCNCCOCCOc1ccc(Cl)cc1C(C)(C)C
  6%, ?, -13%, -1%, -1, -6%, -0.2%, -6%, 1%
> CN1CCC(N(C)C(=O)NC2CCCCC2)CC1
  18%, 2, 0%, 18%[57.1 µM], -2, -1%, 0.2%, 2%, -2%
> CCc1nnc2c(Nc3cccc(C(C)=O)c3)nc3ccccc3n12
  4%, -5, 5%, 8%, 1, 2%, 17%, -5%, 1%
> Cc1c(/N=C(\[O-])Nc2ccc(Br)cc2)sn[n+]1C
  0%, -3, -9%, -4%, 0, -13%, 1.5%, 4%, 0%
> Cc1ccc(OCCNC(=O)[C@H]2O[C@@H](n3ccc(N)nc3=O)[C@H](O)[C@@H]2O)cc1C
  nt, -8, nt, nt, 1, -4%, nt, nt, 0%
> CCn1cc(S(=O)(=O)CC(=O)NC2CCCCC2)c2ccccc21
  6%, -6, -19%, 10%, 2, -3%, 2.3%, 1%, -4%
> COC(=O)c1cc2c(-c3ccccc3)c(C)c3ccccn3c-2c1C(=O)OC
  7%, -6, ?, -10%, 1, 5%, 19%, -2%, 3%
> CNC(=S)N(Cc1ccc2c(c1)OCO2)C1CC(=O)N(c2ccc(F)cc2)C1=O (stereo not drawn)
  13%, -2, -12%, 3%, 2, -6%, 0.0%, -4%, 1%
> CCCOc1c(Cl)cc(C(=O)NC)cc1OC
  13%, -4, -24%, -8%, 2, -3%, -0.5%, -8%, -1%
> CCN(C(=O)COC(=O)c1cccc(S(=O)(=O)N(CC)CC)c1)C1CCS(=O)(=O)C1 (stereo not drawn)
  7%, 0, -4%, -1%, 0, -4%, -2.5%, -2%, 0%
> O=C(c1ccc(S(=O)(=O)NCC2CCCO2)cc1)N1CCc2ccccc21 (stereo not drawn)
  5%, -7, -17%, -5%, -10, 1%, -0.4%, nt, 0%
> COc1ccc(Nc2ncnc3ccc([N+](=O)[O-])cc23)c(OC)c1
  21%, -8, -4%, -4%, 1, -5%, 2.6%, 3%, -4%
> COC(=O)C1=NNC2C(=O)N(c3ccc(C)cc3)C(=O)C12 (stereo not drawn)
  -9%, -14, -12%, -2%, 3, -3%, -2.8%, 4%, 1%
> CCOc1cc(Br)c(C(=O)O)cc1OCC
  2%, -1, -1%, -6%, 3, -4%, 0.3%, 0%, -4%
> CC1=C(C(=O)N(C(C)C)C(C)C)CC(CC(=O)NCCCN(C)C)C(=O)N1Cc1ccc(F)cc1 (stereo not drawn)
  nt, 4, nt, nt, 1, -4%, nt, nt, -2%
> COC(=O)C1CCN(Cc2cn(-c3ccccc3)nc2-c2ccc3c(c2)OCO3)CC1
  0%, -1, -20%, 10%, 1, -2%, 0.1%, 2%, 1%
> O=C(Nc1ccc2nc(-c3ccco3)c(-c3ccco3)nc2c1)N1CCCC1
  nt, 7, nt, 8%, nt, -1%, nt, nt, -1%
> COc1cc(OC)c(C(=O)OCC(=O)Nc2cccc(S(=O)(=O)NC3=NCCCCC3)c2)cc1OC
  7%, 1, -14%, -6%, 4, -6%, nt, 0%, -2%
> CCOC(=O)c1cc(-c2ccccc2)n(-c2cccc(C(=O)Nc3ccc(OC)cc3)c2)c1C
  -6%, -1, -28%, -9%[57.1 µM], -2, 1%, 3.2%, 1%, -3%
> NC(=O)c1ccc(-n2c(CCC(=O)O)ccc2-c2cccs2)cc1
  0%, -6, -20%, -3%[57.1 µM], 3, 0%, -0.4%, -19%, -4%
> COc1ccccc1C(=O)Nc1ccnn1C1CCN(C(=O)c2ccoc2C)CC1
  15%, -4, -12%, 3%, 0, 4%, -1.8%, 0%, 1%
> Cc1ccccc1CNC(=O)CCC(=O)N1Cc2ccccc2Oc2ncccc21
  14%, -6, -22%, 5%, -4, -1%, -0.4%, -1%, -7%
> COc1ccc(C(CNC(=O)COc2ccccc2C)N2CCOCC2)cc1 (stereo not drawn)
  -3%, -1, -1%, 1%, 8, -5%, 1.3%, 12%, 0%
> Cc1ccc(NC(=O)CC2NCCNC2=O)cc1Cl (stereo not drawn)
  -5%, -11, -2%, -9%, 1, -1%, -4.1%, -2%, 0%
> CC(C)n1ncc2c(C(=O)Nc3ccccc3SCC(N)=O)cc(C3CC3)nc21
  11%, -7, -22%, nt, 5, 2%, nt, 0%, -6%
> C/C(=N\NS(=O)(=O)c1ccc(Br)cc1)c1cccs1
  -1%, -5, -3%, -8%, -10, -10%, -2.4%, 1%, 0%
> CCN(C(=O)COC(=O)c1cccnc1SC)C1CCCCC1
  12%, -2, -25%, 4%, -2, -7%, 1.2%, 1%, -5%
> NS(=O)(=O)c1cccc(NC(=O)COC(=O)CN2C(=O)C3CC=CCC3C2=O)c1 (stereo not drawn)
  5%, 1, -15%, 2%[57.1 µM], -4, -4%, 0.5%, 0%, 3%
> Cc1cccn2c(CN3CCCC(c4ccccc4)C3)c(C(=O)N3CCOCC3)nc12 (stereo not drawn)
  0%, -8, -13%, 1%, -1, -3%, 3.0%, -8%, 0%
> Cc1nn(C)c(Cl)c1CN1CCN(C2CCCC2)C(CCO)C1 (stereo not drawn)
  -7%, -4, -15%, 6%, -3, -3%, 0.7%, -1%, -7%
> O=C(c1cc2ccccc2oc1=O)N1CCN(C(=O)C2CCCO2)CC1 (stereo not drawn)
  11%, 5, -4%, -5%, 11, -4%, 1.0%, -5%, -6%
> O=C(CNC(=O)c1ccncc1)N/N=C/c1cccc([N+](=O)[O-])c1
  -10%, -5, -6%, -2%, 4, 0%, -0.7%, -6%, -4%
> O=C(Nc1cccc(Cl)c1)c1nc[nH]c1C(=O)NCc1ccccc1
  0%, -11, ?, 23%, 3, 0%, -0.5%, -12%, 1%
> CCOC(=O)N1CCN(Cc2cc(=O)oc3ccc4ccccc4c23)CC1
  5%, 1, -18%, 12%, -4, -1%, 1.1%, 0%, -4%
> CCOC(=O)C1CCCN(C(=O)C2c3ccccc3Oc3ccccc32)C1 (stereo not drawn)
  3%, -4, -25%, 2%, -1, -2%, -1.5%, -25%, -2%
> Cc1c(C)n(C(=O)CSc2ncn[nH]2)c2ccccc12
  2%, -9, -5%, -9%, 3, 0%, 0.0%, 1%, -5%
> O=c1oc(-c2ccccc2)nc2c1cnn2-c1ccccc1
  4%, -10, -20%, -6%[11.4 µM], 37, -1%, 0.3%, -7%, 5%
> O=C(c1ccccc1)C1CCN(C(=O)c2ccc(Cl)cc2)CC1
  28%, -3, -10%, -3%, 5, -3%, 1.0%, 3%, 4%
> COc1ccccc1CNC(=O)C1CCN(c2nc3ccc(Cl)cc3[nH]2)CC1
  -6%, -8, -31%, 3%[57.1 µM], -2, 0%, 0.0%, -1%, 0%
> O=c1c(Cc2ccccc2)c(O)ccn1C1CCCCCCC1
  12%, 1, -14%, 6%, -4, -2%, 0.4%, -1%, 11%
> O=C(/C=C/Nc1ccccc1)C(F)(F)F
  4%, -4, -8%, 9%[57.1 µM], 0, -1%, -0.4%, -7%, -4%
> CCN(C(=O)COC(=O)c1c(-c2ccccc2)noc1C)c1c(N)n(Cc2ccccc2)c(=O)[nH]c1=O
  7%, -5, -3%, 7%, -3, -6%, -0.7%, 6%, 1%
> CC(NC(=O)Cn1c(-c2cccs2)cc2cc(F)ccc21)c1ccccc1 (stereo not drawn)
  -1%, -6, -16%, 50%[activator], 1, -4%, ?, -17%, -1%
> COc1ccc(NC(=O)C(c2ccc(OC)cc2)N(C)C(=O)CC2NC(=O)NC2=O)cc1 (stereo not drawn)
  5%, 7, 1%, 2%, 1, -3%, 4.6%, 8%, 0%
> Cc1ccc(-c2nnn(CC(=O)N(c3ccccc3F)C(CC(C)C)C(=O)NCC3CCCO3)n2)cc1 (stereo not drawn)
  1%, 0, -26%, -5%, -10, 0%, 1.9%, -4%, -1%
> O=C(Nc1ccccc1O)c1c(O)c2c([nH]c1=O)CCCC2
  17%, -11, -14%, -6%[57.1 µM], -1, 0%, 0.5%, -2%, -9%
> CCOC(=O)CSc1nnc(-c2ccc(S(=O)(=O)N3CCC(C)CC3)cc2)o1
  1%, -5, 1%, 4%, 1, -1%, 2.1%, -16%, -4%
> C=CC[C@@H](Cc1ccc(F)cc1)C(=O)OC[C@@H]1CCCN1C(=O)[C@@H](CC=C)CC(=O)NCCO
  -24%, -10, -20%, 1%, -1, -2%, nt, 4%, 3%
> COc1ccc(CNC(=O)CN(c2ccc(OC)cc2)S(=O)(=O)c2c(C)nn(C)c2C)cc1
  -5%, -8, -10%, 1%, 2, -3%, -5.3%, -7%, -4%
> CCCOc1ccc(C(=O)Nc2ccc(NC(=O)c3cccc(Cl)c3)cc2)cc1
  4%, -3, -14%, 11%, 7, -3%, 2.7%, 2%, -2%

Two entries from above, with bars between the fields:
SMILES | IDH1 R132H inh | LDHA block | USP1-UAF1 inh | TrxR1 substrate | PI4K2A block | GRP78 ERSR act | RXFP1 agonist | Vif-A3F inh | Vif-APOBEC3G blk
O=C(/C=C/Nc1ccccc1)C(F)(F)F | 4% | -4 | -8% | 9%[57.1 µM] | 0 | -1% | -0.4% | -7% | -4%
CCN(C(=O)COC(=O)c1c(-c2ccccc2)noc1C)c1c(N)n(Cc2ccccc2)c(=O)[nH]c1=O | 7% | -5 | -3% | 7% | -3 | -6% | -0.7% | 6% | 1%

From PubChem BioAssay
